# Screens from PubChem.
# BaF3 tox: parental Ba/F3 viability inhibition as JAK2V617F counter-screen; CellTiter-Glo ATP luminescence; inhibition, % at 5.6 µM; 1.1% of 220,000 active; AID 1486;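 active = inhibition above a per-campaign cutoff, the mean inhibition of all tested compounds plus 3 SD, cut at about 27% in these data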;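 note: 0% = DMSO wells and 100% = JAK Inhibitor I control wells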
# Ba/F3 V617F tox: loss of viability in JAK2V617F-driven Ba/F3 cells. AID 1446. 1.1% of 220,000 active. inhibition, % at 5.6 µM. Ba/F3 EpoR-JAK2V617F viability, ATP luminescence;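 active = inhibition above the campaign mean plus 3 SD over all tested compounds, cut at about 24% in these data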;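 note: cytokine-independent growth of Ba/F3 cells driven by EpoR plus mutant JAK2; 0% = DMSO-treated cells and 100% = JAK inhibitor I control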
# NPY-Y1 PAM-ag: human NPY-Y1 potentiation or agonism, primary screen; P25929; NPY-Y1 expressing cells, potentiator/agonist activation; activation, % at 3.6 µM; 0.37% of 220,000 active; in the data active = activation above about 33%, passing the limit was not always enough;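 note: cells stimulated with NPY at EC10 then isoproterenol at EC100; 0% = low agonist plus stimulus and 100% = saturating agonist plus stimulus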
# Target sequence (P25929 whole entry, looked up): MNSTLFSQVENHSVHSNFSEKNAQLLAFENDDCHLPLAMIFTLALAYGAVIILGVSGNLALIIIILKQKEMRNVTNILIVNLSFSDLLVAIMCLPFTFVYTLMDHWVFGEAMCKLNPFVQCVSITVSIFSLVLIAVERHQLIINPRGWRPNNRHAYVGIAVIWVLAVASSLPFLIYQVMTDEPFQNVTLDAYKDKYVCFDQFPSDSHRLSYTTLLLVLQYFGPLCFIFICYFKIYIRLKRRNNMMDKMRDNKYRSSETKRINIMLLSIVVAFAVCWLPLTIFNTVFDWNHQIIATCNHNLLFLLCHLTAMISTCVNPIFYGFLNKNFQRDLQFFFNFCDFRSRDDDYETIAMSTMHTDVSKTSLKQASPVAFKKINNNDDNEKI
# NCF1 inh: p47phox (human) inhibition | 0.53% of 220,000 active | P14598 | p47phox/p22phox peptide binding, fluorescence polarization, 2 h | inhibition, % at 24.7 µM;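 active = inhibition above about 30%, limit read from the data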;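 note: 0% = p47phox with labelled peptide and 100% = labelled peptide alone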
# S1P4 antag: human S1P4 receptor antagonism; inhibition, % at 4.98 µM; O95977; 0.26% of 220,000 active; S1P4-expressing cells, antagonist mode, reporter read-out; AID 1510; in the data active = inhibition above about 29%;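 note: 0% = wells stimulated with agonist and 100% = vehicle wells without agonist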
# CHOP inh: blocks CHOP induction under ER stress; CHO-K1 CHOP-promoter luciferase, tunicamycin-induced, 15-18 h; inhibition, % at 10 µM; 3.8% of 220,000 active; AID 2732;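 active = compounds that reduced the stress-induced luciferase reporter signal by more than about 70% of percent inhibition, limit read from the data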;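 note: 0% = tunicamycin plus vehicle and 100% = wells without tunicamycin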
# NPY2 pot ag: potentiators or agonists of human neuropeptide Y receptor Y2; P49146; cells expressing NPY-Y2, potentiator/agonist read-out; activation, % at 3.6 µM; 0.45% of 220,000 active; AID 1359; in the data active = activation above about 27%;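 note: cells stimulated with NPY near EC25 plus isoproterenol at EC100; 0% = vehicle plus submaximal agonist and 100% = vehicle plus saturating agonist; some results beyond the cut were filed as inactive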
# Target sequence (P49146 whole entry, looked up): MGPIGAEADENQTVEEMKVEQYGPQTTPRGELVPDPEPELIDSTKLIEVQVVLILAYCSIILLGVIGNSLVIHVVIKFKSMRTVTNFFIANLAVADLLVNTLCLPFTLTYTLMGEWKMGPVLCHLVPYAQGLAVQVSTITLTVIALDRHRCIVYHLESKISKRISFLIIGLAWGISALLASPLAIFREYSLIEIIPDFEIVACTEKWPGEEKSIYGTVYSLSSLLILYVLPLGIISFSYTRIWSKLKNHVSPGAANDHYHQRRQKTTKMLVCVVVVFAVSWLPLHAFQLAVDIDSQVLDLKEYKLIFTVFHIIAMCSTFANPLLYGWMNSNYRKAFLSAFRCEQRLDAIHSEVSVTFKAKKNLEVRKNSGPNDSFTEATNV
# S1P4 agonist: agonists of human S1P4 receptor; 0.35% of 220,000 active; O95977; S1P4-expressing cell line, agonist reporter assay; activation, % at 4.98 µM; in the data active = activation above about 11%;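 note: 0% = DMSO vehicle and 100% = reference agonist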
# NPY Y1 blocker: NPY-Y1 (human) receptor antagonism; AID 1040; HEK293-CNG Y1 cells, membrane potential fluorescence; NPY at EC95, then isoproterenol; 1% of 200,000 active; inhibition, % at 3.6 µM;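 active = inhibition above the campaign mean inhibition of all tested compounds plus 3 SD, cut at about 20% in these data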;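 note: 0% = DMSO wells given NPY plus isoproterenol and 100% = isoproterenol alone without NPY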
#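 System: HEK293 cells with Y1 receptor plus CNG channel / Probe or stimulus: NPY 25 nM then isoproterenol 1 µM plus Ro 20-1724 25 µM / Compound: one concentration, 3.6 µM, in 0.4% DMSO / Schedule: compound incubation 1 h at room temperature, readout 45 min post-stimulation / Measured by: membrane potential fluorescence / Read-out: % inhibition of NPY effect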
# The depositor's hits bear a star; · = no result given.
SMILES,BaF3 tox,Ba/F3 V617F tox,NPY-Y1 PAM-ag,NCF1 inh,S1P4 antag,CHOP inh,NPY2 pot ag,S1P4 agonist,NPY Y1 blocker
CCOC(=O)C(=O)Nc1ccc2c(c1)OCO2,6,-2,-6,2,9,-19,-12,-0.8,3
Cc1ccc(S(=O)(=O)NCC(=O)OC(C)C(=O)Nc2ncc(Cl)cc2Cl)cc1 (stereo not given),1,-6,-6,-8,-3,2,1,-3.2,4
CCCC(=O)Nc1ccc(N2CCOCC2)cc1,1,-2,0,-7,4,4,7,-0.8,-1
CN(C(=S)Nc1ccc(SC(F)F)cc1)c1ccc(O)cc1,7,4,-9,-4,-6,12,2,1.6,-2
Nc1ccc(C(=O)c2cccs2)cn1,1,1,-6,-15,-16,-3,3,1.5,·
Nc1ncc(-c2ccc([N+](=O)[O-])cc2)cn1,6,-3,6,78*,-5,1,5,1.3,-2
COc1ccc(-c2nnn(CC(=O)N(CCO)C(C(=O)NC3CCCC3)c3ccc(F)cc3)n2)cc1 (stereo not given),3,0,-14,-18,-1,8,-11,0.2,-3
Cc1ccccc1NC(=O)c1nc2nccc(C)n2n1,1,-5,3,-1,-16,-12,5,2.8,-3
Cc1cccc(NC(=S)N2CCN(Cc3ccc4c(c3)OCO4)CC2)c1C,1,0,-7,-13,0,37,-11,1.2,3
Cc1ccc(C(=O)NCCc2csc(-c3cccnc3)n2)cc1,1,-2,2,-13,-2,24,-2,-3.5,1
Oc1cnc2ccccc2c1CN1CCOCC1,4,4,-11,-14,4,11,-21,-2.1,2
COc1cc(C(=O)Nc2oc(-c3ccccc3)c(-c3ccccc3)c2C#N)cc(OC)c1OC,1,5,-23,-22,-21,12,2,-0.7,-1
O=C(Nc1cccc2c1CCCC2)c1cc([N+](=O)[O-])cc([N+](=O)[O-])c1,5,-2,-2,-12,1,53,-5,-0.4,-2
CCOC(=O)Nc1ccc2nc(Sc3ccc(Cl)cc3)sc2c1,25,21,-7,-7,-8,41,-2,-0.2,·
O=C(NC(=S)Nc1ccc(N2CCOCC2)cc1)c1cccc(Cl)c1,4,0,3,-16,-4,4,8,0.7,0
CCC(=O)c1ccc(N2CCN(C(=O)c3cccc(F)c3)CC2)c(F)c1,4,-3,11,-14,-13,17,1,0.7,-4
COc1ccc(C2Nc3cc(OC)ccc3-n3cccc32)cc1 (stereo not given),0,-2,-14,-24,-1,17,11,2.4,·
C/C(N)=C(/C#N)C(=O)COC(=O)C1Cc2ccccc2CN1S(C)(=O)=O (stereo not given),2,0,-4,-10,10,3,4,-0.6,4
CCCOc1cccc(C2/C(=C(/O)c3ccc(OC)cc3)C(=O)C(=O)N2CCN(C)C)c1 (stereo not given),3,1,-7,-5,-22,68,-3,1.2,2
O=C(COc1ccc2c(c1)OCO2)Nc1ccccc1C(F)(F)F,2,2,-9,-6,-8,-23,-15,-0.7,10
O=C(NC1CCCCCCC1)C1CCN(c2nc3ccccc3o2)CC1,1,-2,-11,-1,-22,13,-2,-1.7,0
COc1ccc(OC)c(NC(=O)N[C@H](Cc2ccccc2)C(=O)NN)c1,-3,-3,19,-7,12,17,10,-1.9,·
O=[N+]([O-])c1cccc(S(=O)(=O)NCCCN2CCOCC2)c1,3,2,-4,-2,-21,7,2,0.9,3
CCCC(=O)Nc1nc2ccc(S(=O)(=O)N3CCCCC3)cc2s1,79*,80*,-10,-14,11,·,-23,-3.8,0
COc1ccc(C2C(C(=O)N3CCOCC3)=C(C)NC3=C2C(=O)CC(C)(C)C3)cc1O (stereo not given),5,3,14,-9,-15,3,-16,-1.6,-1

# Carrying on.
SMILES,BaF3 tox,Ba/F3 V617F tox,NPY-Y1 PAM-ag,NCF1 inh,S1P4 antag,CHOP inh,NPY2 pot ag,S1P4 agonist,NPY Y1 blocker
COc1cc(OC)c(C#N)c(S(=O)(=O)Cc2ccccc2)c1,1,-3,12,-11,-5,19,3,-0.7,9
Cc1cc(NC(=O)c2ccccc2)n(C(C)(C)C)n1,-1,2,-4,-8,9,-24,-1,0.6,·
Cc1cccc(NC(=S)NC2CC3CCCC(C2)N3Cc2cccs2)c1 (stereo not given),3,6,-17,-9,-1,11,-12,1.6,5
CCSC1=C(C#N)C2(CCCC2)C(C#N)=C(N)N1,7,1,6,-15,-11,-6,0,-0.3,-10
CCOC(=O)c1[nH]cnc1C(=O)Nc1ccccn1,-1,-3,-6,1,-10,0,-3,1.3,-2
CN(C)Cc1cccc([N+](=O)[O-])c1O,1,-1,14,-12,-12,11,1,1.2,·
CS(=O)(=O)NCCSCc1c(Cl)cccc1Cl,3,-3,-1,-8,-13,16,-2,1.4,-2
CCSc1nnc(NC(=O)CSc2nccn2-c2cccc(C)c2)s1,1,-1,-4,3,2,27,-14,1.3,6
Cc1ccc(C)c(OCC(=O)Nc2nonc2NC(=O)COc2cc(C)ccc2C)c1,1,-3,-72,-14,-9,101*,-8,-1.0,24*
O=S1(=O)N=C2CCCCCN2C(c2ccc(Cl)cc2)N1 (stereo not given),4,0,6,-3,-23,-1,-5,0.1,-3
C=CCn1c(CNc2ccccc2)nnc1SCC(=O)N/N=C/c1ccc(O)cc1O,0,1,12,-6,0,35,-6,1.9,-5
CCN(Cc1cn2cccnc2n1)C1CCCCC1,0,-3,15,3,8,0,5,-0.5,-2
O=C(COc1ccc(F)cc1Br)N1CCN(c2ncccn2)CC1,-1,-2,-14,5,0,14,4,-1.5,3
O=C(NCc1ccco1)Oc1ccccc1,0,-5,-5,-1,1,-13,8,0.3,1
CCOC(=O)N1CCN(C(=S)NC(=O)C2CCCC2)CC1,-4,-4,13,-15,-16,14,5,-0.4,·
Cc1ccc(/C=C2\Oc3cc(OC(=O)N4CCOCC4)ccc3C2=O)cc1,9,1,-2,-3,6,15,-3,2.2,-2
CC(c1ccccc1)C1OCC(C[N+]2(C)CCCCC2)O1 (stereo not given),8,3,-5,0,-11,-10,0,-1.9,3
Nc1nnnn1/N=C/C(Br)=C/c1ccccc1,-2,74*,8,-13,-15,·,11,-2.7,-3
COc1ccccc1NC(=O)CC1C(=O)NCCN1C(=O)Nc1ccc(Cl)c(Cl)c1 (stereo not given),4,2,30,-9,-2,42,30,-2.1,-11
NC(=O)CNc1n[nH]c(=S)[nH]c1=O,1,0,8,-1,-5,0,-9,0.5,-4
CC(C)COP(=O)(OCC(C)C)C(O)c1ccc(F)cc1 (stereo not given),8,5,-29,-9,-13,3,3,-1.7,9
CCc1ccc2c(c1)[C@]1(C(=O)N2)[C@@H]2C(=O)N(Cc3ccccc3)C(=O)[C@@H]2[C@@H]2CCCN21,2,2,12,-9,-4,55,6,1.6,-5
COC(CNC(=O)c1ccc2c3c(onc13)-c1ccccc1C2=O)OC,3,1,-4,-95,37*,-68,-15,6.0,·
O=C(Nc1cccc(Cl)c1)Nc1nnc(CSCCOc2ccc(Cl)cc2)s1,4,-5,25,-18,-4,51,6,2.4,2
O=C(Nc1ccc(Nc2ccccc2)cc1)N1CCOCC1,7,1,0,0,-1,32,-15,0.1,-2

# Molecules shown so far containing fluorine, in the order listed:
SMILES,BaF3 tox,Ba/F3 V617F tox,NPY-Y1 PAM-ag,NCF1 inh,S1P4 antag,CHOP inh,NPY2 pot ag,S1P4 agonist,NPY Y1 blocker
CN(C(=S)Nc1ccc(SC(F)F)cc1)c1ccc(O)cc1,7,4,-9,-4,-6,12,2,1.6,-2
COc1ccc(-c2nnn(CC(=O)N(CCO)C(C(=O)NC3CCCC3)c3ccc(F)cc3)n2)cc1 (stereo not given),3,0,-14,-18,-1,8,-11,0.2,-3
CCC(=O)c1ccc(N2CCN(C(=O)c3cccc(F)c3)CC2)c(F)c1,4,-3,11,-14,-13,17,1,0.7,-4
O=C(COc1ccc2c(c1)OCO2)Nc1ccccc1C(F)(F)F,2,2,-9,-6,-8,-23,-15,-0.7,10
O=C(COc1ccc(F)cc1Br)N1CCN(c2ncccn2)CC1,-1,-2,-14,5,0,14,4,-1.5,3
CC(C)COP(=O)(OCC(C)C)C(O)c1ccc(F)cc1 (stereo not given),8,5,-29,-9,-13,3,3,-1.7,9

# Continued:
SMILES,BaF3 tox,Ba/F3 V617F tox,NPY-Y1 PAM-ag,NCF1 inh,S1P4 antag,CHOP inh,NPY2 pot ag,S1P4 agonist,NPY Y1 blocker
COc1ccc(Cc2nnc(NC(=O)Cn3cnc4c3c(=O)n(C)c(=O)n4C)s2)cc1,0,-4,-41,-14,-11,9,-8,-0.9,9
CC1CCCCC1NC(=O)COC(=O)c1ccc(S(=O)(=O)NCc2ccco2)cc1 (stereo not given),4,-3,-2,-6,9,-8,-5,3.3,-2
CCOC(=O)C1CCCN(C(=O)c2ccc([N+](=O)[O-])c(C)c2)C1 (stereo not given),1,0,15,-4,-15,13,0,0.4,7
CCCn1c(O)c2ccc(C(=O)N=NC(=O)c3cccnc3)cc2c1O,2,-4,-14,13,2,42,3,0.4,-2
O=c1cc(-c2ccccc2)[nH]c2cc(F)ccc12,72*,71*,-12,3,-1,-18,6,-0.4,7
CCOc1cc(C2/C(=C(/O)c3ccc(OC)cc3)C(=O)C(=O)N2CC2CCCO2)ccc1O (stereo not given),-2,-5,-6,-10,-14,23,5,1.1,·
CCOc1ccc(-c2ncncc2-c2ccc(OC)cc2)c(O)c1,3,0,7,0,-6,6,-21,0.1,9
CCCC(c1nnnn1Cc1ccc(F)cc1)N1CCN(C2CCCCC2)CC1 (stereo not given),3,-1,-17,-16,-4,30,-6,0.7,23*
O=C(O)COc1ccccc1/C=N/NC(=O)CSc1nc2ccccc2c(=O)n1-c1ccccc1,-5,0,-13,-5,6,8,-4,-2.2,·
CCN(CC)C(=O)Cn1cc(S(=O)(=O)CC(=O)Nc2ccc3c(c2)OCCO3)c2ccccc21,7,1,16,-9,-4,-19,-7,-0.4,5
Cc1ccc(S(=O)(=O)NC(=O)Nn2c(C)nnc2C)cc1,1,-1,15,-14,6,39,3,-2.2,0
O=[N+]([O-])c1ccccc1S(=O)(=O)NC1CCCC1,7,2,-2,0,2,-9,-12,1.4,0
COc1ccc(/C(O)=C2\C(=O)C(=O)N(CCN(C)C)C2c2cccc(OC)c2OC)cc1 (stereo not given),3,3,-8,-3,-6,18,0,1.6,5
CCNC(=S)N/N=C/c1cccs1,2,-1,-21,-7,15,-32,-26,0.6,2

# S1P4 antag, what is marked active above
Compound	NPY-Y1 PAM-ag	NCF1 inh	S1P4 antag	CHOP inh	NPY2 pot ag	S1P4 agonist	NPY Y1 blocker
COC(CNC(=O)c1ccc2c3c(onc13)-c1ccccc1C2=O)OC	-4	-95	37*	-68	-15	6.0	·
